hcDAF-12 act: H. contortus DAF-12 activation, primary screen | HEK293 hcDAF-12 lit1-tk-luc reporter, luminescence; 0% DMSO, 100% Δ7-dafachronic acid | activation, % at 6.8 µM | actives 1.4% (n = 370,000) | AID 652067;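 active = activation above the mean of all tested compounds plus 3 SD, cut at about 5.5% in these data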;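 also: 100% = response to 3 µM Δ7-dafachronic acid high control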
sPLA2-III inh: Blocks human group III sPLA2 activity; Q9NZ20; QFRET BODIPY PC-A2 liposome hydrolysis, fluorescence; inhibition, % at 12.2 µM; actives 0.56% (n = 370,000);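 active = inhibition above mean plus 3 SD of compounds lying within the high and low control bounds, cut at about 19% in these data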;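 also: 0% = median of test compound wells and 100% = no enzyme DMSO wells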
SMARCA2 activ: increases SMARCA2 function in MMTV reporter cells; MG213 cells, MMTV-luciferase reporter, dexamethasone, overnight; activation, % at 9.1 µM; actives 1% (n = 370,000); in the data active = activation above about 7.8%;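 also: 0% = vehicle wells and 100% = reference activator wells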
DAX1 inh-1: inhibitors of DAX1 repression of SF-1 activated StAR promoter; actives 1.1% (n = 370,000); HEK293T StAR-luciferase reporter, SF-1/DAX-1 repression relief; AID 652010; inhibition, % at 6.8 µM;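 active = inhibition above the mean over all tested compounds plus 3 SD, cut at about 3.6% in these data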;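 also: 0% = DAX-1 cells with DMSO and 100% = cells lacking DAX-1 with DMSO; higher inhibition means more luminescence from relief of DAX-1 repression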
GAA850 FXN act: activators of GAA850 frataxin (FXN) promoter; HEK293 lucGAA850 FXN promoter luciferase reporter, 24 h; percent of 10 µM SAHA response; activation, % at 6 µM; actives 0.56% (n = 360,000);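 active = activation above the average of all compounds screened plus 3 SD, cutoff fixed separately per campaign, cut at about 7.5% in these data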;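 also: 0% = DMSO wells and 100% = 10 µM SAHA wells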
NR1D1 modulator: modulators of human Rev-erb alpha DNA binding. P20393. Rev-erbα–FITC-DNA binding, fluorescence polarization, 90 min. activity, % at 10 µM. actives 0.79% (n = 370,000). AID 1259318;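 active = activity above about 14%, limit read from the data; passing the limit was not always enough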;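 also: 0% = DMSO wells with 35 nM protein and 100% = DMSO wells with 750 nM protein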
Target sequence (P20393 whole entry, looked up): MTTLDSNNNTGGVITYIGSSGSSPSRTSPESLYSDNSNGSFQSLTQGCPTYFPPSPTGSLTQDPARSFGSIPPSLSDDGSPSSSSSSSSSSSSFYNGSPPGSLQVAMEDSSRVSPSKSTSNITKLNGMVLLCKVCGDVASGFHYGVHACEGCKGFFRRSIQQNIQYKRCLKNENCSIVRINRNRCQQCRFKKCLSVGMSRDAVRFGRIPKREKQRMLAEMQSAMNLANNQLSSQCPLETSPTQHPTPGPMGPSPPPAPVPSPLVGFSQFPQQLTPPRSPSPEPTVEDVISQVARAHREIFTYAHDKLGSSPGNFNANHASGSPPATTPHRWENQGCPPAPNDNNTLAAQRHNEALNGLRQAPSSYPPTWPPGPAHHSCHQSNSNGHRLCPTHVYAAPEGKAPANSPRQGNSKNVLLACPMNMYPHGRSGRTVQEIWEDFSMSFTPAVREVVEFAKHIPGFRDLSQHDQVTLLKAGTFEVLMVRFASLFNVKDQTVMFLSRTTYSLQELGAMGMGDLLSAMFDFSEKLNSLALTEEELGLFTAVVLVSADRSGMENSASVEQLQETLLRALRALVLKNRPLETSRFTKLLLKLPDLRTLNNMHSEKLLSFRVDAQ
ssDAF-12 act: activates DAF-12 receptor from parasite S. stercoralis | HEK293 ssDAF-12/GRIP1 lit1-tk-luc reporter, luminescence; % of 3 µM dafachronic acid response | activation, % at 6.8 µM | actives 1% (n = 370,000);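 active = activation above the mean over all tested compounds plus 3 SD, cut at about 0.9% in these data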;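 also: 0% = DMSO-only wells and 100% = 3 µM delta7-dafachronic acid wells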
DAX1 inh-2: inhibitors of human orphan nuclear receptor DAX1 (NR0B1). P51843. HEK293 Gal4-DAX1 luciferase reporter, luminescence. inhibition, % at 6.75 µM. actives 0.99% (n = 340,000). AID 504766;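 active = inhibition above the mean over all tested compounds plus 3 SD, cut at about 4.2% in these data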;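 also: 0% = DAX1-transfected cells with DMSO and 100% = empty-vector control cells with DMSO; inhibition shows as a rise in luminescence from relieved DAX1 repression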
Target sequence (P51843 207-470 limits assumed): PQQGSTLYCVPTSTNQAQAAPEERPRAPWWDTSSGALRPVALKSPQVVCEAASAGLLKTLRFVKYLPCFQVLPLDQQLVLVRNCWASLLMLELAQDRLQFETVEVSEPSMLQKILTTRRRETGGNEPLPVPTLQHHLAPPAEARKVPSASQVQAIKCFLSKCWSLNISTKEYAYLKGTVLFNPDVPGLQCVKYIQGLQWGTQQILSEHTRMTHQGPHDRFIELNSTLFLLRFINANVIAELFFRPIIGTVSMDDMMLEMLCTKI
PLC-beta3 inh: blocks human PLC-beta3 enzyme activity; inhibition, % at 12.2 µM; actives 0.18% (n = 370,000); Purified PLC-beta3, fluorogenic substrate, fluorescence; AID 720704; in the data active = inhibition above about 11%;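 also: 0% = median of compound wells on plate and 100% = full blocker control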
hgDAF-12 ag: hgDAF-12 agonism, primary luciferase screen; HEK293 GAL4-hgDAF12 UAS-luciferase reporter, agonist luminescence; normalized to butyrate control; activation, % at 6.8 µM; actives 1.8% (n = 370,000); AID 687014;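 active = activation above a cutoff set at the mean of all screened compounds plus 3 SD, cut at about 10% in these data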;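 also: 0% = DMSO wells and 100% = sodium butyrate wells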
PG9 Ab binder: binds the HIV-1 gp120 antibody PG9; TR-FRET gp120-PG9 antibody binding; inhibition, % at 6.7 µM; actives 0.43% (n = 360,000); AID 624416; in the data active = inhibition above about 8.5%
Active calls of the source: *; i = inactive; . = no result given; & = joins results of further samples.

(1) CCOC(=O)C1CCN(C(=O)Nc2ccccc2Cl)CC1
(2) O=C(Cn1c2ccccc2c2nc3n(c(=O)c21)CCS3)Nc1ccccc1C(F)(F)F
(3) COc1ccc(C)cc1NC(=O)CNc1ccc(C(C)=O)cc1
(4) CCCCn1c(N)c(NCc2ccccc2OC)c(=O)[nH]c1=O
(5) Cc1nnc(NC(=O)NC(C)N2C(=O)C3C4C=CC(C4)C3C2=O)s1 (stereo not drawn)
(6) COc1ccc(C(=O)c2ncc(C(F)(F)F)cc2Cl)cc1
(7) CC1CN(C(=O)/C=C/c2ccccc2Cl)CC(C)O1 (stereo not drawn)
(8) CC(C)c1ccc(Oc2cccc(C(=O)/C(C#N)=C/N(C)C)c2)cc1
(9) CC(C)CC(=O)Nc1sc2c(c1C(=O)O)CCCCC2
(10) COc1ccc(N=C2NC(=O)S/C2=C\c2ccc(N(C)C)cc2)cc1

assay / compound	1	2	3	4	5	6	7	8	9	10
hcDAF-12 act	-1.0	-0.7	-3.0	-3.1	0.6&-1.0	-0.3	-2.7	-0.1	-0.9	0.8
sPLA2-III inh	1	-3	-1	-1	1&3	-1	2	-39	-2	-4
SMARCA2 activ	1	0	-1	3	-3&0	0	0	1	-1	0
DAX1 inh-1	0.7	-0.8	0.2	-0.2	0.3&-0.2	0.4	-0.5	-0.3	0.4	1.4
GAA850 FXN act	4.5	-1.9	1.9	0.0	-0.9&-0.4	2.6	0.5	0.1	-0.7	3.9
NR1D1 modulator	-1	5	-1	-1	1&-1	2	1	-2	3	0
ssDAF-12 act	-1.0	-1.3	-1.5	-1.2	0.6&-0.9	-1.0	-1.1	-0.1	-0.6	-0.7
DAX1 inh-2	-0.5	-0.5	-0.1	-0.9	0.8&1.7	-0.5	0.1	-0.4	1.0	0.6
PLC-beta3 inh	4	3	4	-10	-1&-2	2	-6	-4	-4	-66
hgDAF-12 ag	0.9	4.0	-0.8	-0.3	-2.6&-1.7	-0.5	0.9	0.5	-3.8	6.8
PG9 Ab binder	-1.1	-1.8	-3.3	5.5	-0.7&2.5	-4.0	1.3	-2.5	-0.9	-4.8

(11) COc1ccc(-c2[nH]ncc2CN2CCN(Cc3cccs3)CC2)cc1F
(12) O=C(c1ccc(CS(=O)Cc2cccc(Cl)c2)o1)N1CCN(C2CCCCC2)CC1 (stereo not drawn)
(13) Cc1ccc(CN2CCN(/N=C/c3ccc(C(F)(F)F)cc3)CC2)cc1
(14) Cc1cccc(-c2nc3ccccc3c(=O)n2NC(=O)c2cccs2)c1
(15) CCCC(C(=O)NC1CCCCC1)N(Cc1ccco1)C(=O)CNS(=O)(=O)c1ccccc1 (stereo not drawn)
(16) CC(=O)Nc1ccc(S(=O)(=O)NCCC(=O)OCC(=O)c2ccc(Br)cc2)cc1
(17) CC(=O)Oc1cc2c(cc1Cl)C(c1cccs1)CC1(CC(C)(C)NC(=S)N1)O2 (stereo not drawn)
(18) O=C(NCCc1ccccc1)c1cccc2c(-c3cccnc3)coc12
(19) COCCn1c(SCc2ccc(Cl)cc2)nc2c1c(=O)[nH]c(=O)n2C
(20) Cc1cccc(NC(=O)C(=O)NCC2CCCN2S(=O)(=O)c2cccs2)c1 (stereo not drawn)

assay / compound	11	12	13	14	15	16	17	18	19	20
hcDAF-12 act	0.4	-1.7	0.7	0.9	-1.3	-0.6	0.1	-2.7	0.1	-1.6
sPLA2-III inh	-1	1	10	9	-11	-5	19	-5	-3	-12
SMARCA2 activ	-2	0	-4	-2	0	0	0	-1	3	-1
DAX1 inh-1	-0.1	0.3	-0.6	0.2	-1.4	0.0	-0.5	0.4	-0.3	-2.2
GAA850 FXN act	-2.8	-1.7	1.2	-0.8	-0.6	0.2	1.7	3.9	5.0	-1.5
NR1D1 modulator	-4	4	-1	2	-2	1	8	3	4	-1
ssDAF-12 act	-1.3	-0.9	-1.2	-0.6	-1.3	-0.8	-0.8	-0.6	-0.8	-1.9
DAX1 inh-2	7.8*	-0.4	-0.4	0.2	0.1	0.3	-0.7	.	-1.3	-0.4
PLC-beta3 inh	-8	-6	10	-3	2	-9	6	0	2	-6
hgDAF-12 ag	-1.4	-1.4	0.7	-0.8	1.5	-1.3	1.7	-0.4	3.4	-0.3
PG9 Ab binder	-0.1	-0.1	-1.9	0.3	-0.7	0.8	1.1	1.9	-2.9	-2.4

(21) COc1ccc(S(=O)(=O)N(CCc2ccccc2)CC(=O)O)cc1Cl
(22) COC(=O)c1ccc(NCN2C(=O)C3C4CCC(C4)C3C2=O)cc1 (stereo not drawn)
(23) CC(C)(C)n1nc2c(c1NC(=O)c1ccccc1)CS(=O)(=O)C2
(24) COc1ccc(-n2c(SCCNCCO)nc3sc4c(c3c2=O)CCCC4)cc1
(25) CC(=O)Nc1ccc2c(c1)nc(CCN1CCN(C)CC1)n2C
(26) COc1ccc(/C=C/C(=O)N(C)C2CCS(=O)(=O)C2)cc1OC (stereo not drawn)
(27) CCc1nc2ccc(C(=O)N(C)CCCN(C)C)cn2c1N(C)C(=O)C1CCCCC1
(28) CO[C@@H]1O[C@@H]2COC(c3ccccc3)O[C@@H]2[C@@H](OC)[C@@H]1O (stereo partly drawn)
(29) CC(NCC(O)COc1ccc2ccccc2c1)c1ccccc1 (stereo not drawn)
(30) O=C1CCC(C(=O)Nc2cccc(C(F)(F)F)c2)N1 (stereo not drawn)

assay / compound	21	22	23	24	25	26	27	28	29	30
hcDAF-12 act	-0.9	1.9	-1.3	4.1	1.0	-1.1	-0.3	1.3	1.0	2.9
sPLA2-III inh	-3	4	0	-5	1	4	-7	3	-11	11
SMARCA2 activ	-3	2	0	0	-1	-2	1	-2	-3	-4
DAX1 inh-1	0.3	0.2	1.1	-0.5	-0.4	-0.3	-2.0	0.0	-0.6	0.3
GAA850 FXN act	-1.9	1.9	1.3	1.1	0.3	2.1	1.5	-4.1	0.3	2.1
NR1D1 modulator	-2	2	-5	-1	2	1	0	-3	2	5
ssDAF-12 act	-1.6	0.2	-1.7	-0.9	-1.3	-1.0	-1.0	-1.0	-0.1	-1.1
DAX1 inh-2	0.7	1.5	1.2	-0.1	-0.3	0.8	.	-0.4	0.7	1.2
PLC-beta3 inh	-2	4	1	-5	0	-22	-3	1	5	2
hgDAF-12 ag	-1.3	0.0	0.3	-1.0	-1.8	0.0	-1.1	1.9	-1.6	-1.0
PG9 Ab binder	0.7	-0.9	0.8	0.6	-0.5	-1.9	-0.2	-2.0	-1.2	-1.5

(31) O=C(c1ccc(F)cc1)N1CCN(c2cnn(-c3ccccc3)c(=O)c2Cl)CC1
(32) COc1ccccc1C(=O)COC(=O)c1nc2nc(C)cc(C)n2n1
(33) CCOc1ccccc1N(CC(=O)Nc1ccccc1F)S(=O)(=O)c1ccccc1
(34) Cc1cccc(NC(=O)C(Cc2ccccc2)n2cccc2)c1 (stereo not drawn)
(35) COc1cc2c(cc1NC(=O)COC(=O)C1CC(=O)N(Cc3ccco3)C1)oc1ccccc12 (stereo not drawn)
(36) Cc1ccc2cc(CN(C(=O)c3ccco3)c3ccccc3C)c(=O)[nH]c2c1
(37) CC(C)(C)OC(=O)NCc1n[nH]c(=S)n1C1CC1
(38) COCOCCn1cc(CN2CCS(=O)(=O)N(Cc3ccc(-c4ccc(F)nc4)cc3)C(C)C2=O)nn1 (stereo not drawn)
(39) CCOC(=O)C(=O)N/N=C/c1ccco1
(40) O=C(COC(=O)/C=C/c1ccc(OC(F)F)cc1)NC(=O)NC1CCCCC1

assay / compound	31	32	33	34	35	36	37	38	39	40
hcDAF-12 act	-1.4	-0.2	4.3	-0.8	2.5	-1.3	-1.8	-0.1	-1.9	0.1
sPLA2-III inh	1	0	-5	-83	-6	4	12	0	5	-11
SMARCA2 activ	-1	-1	3	-1	-4	0	-2	2	0	1
DAX1 inh-1	-0.1	0.0	0.7	0.0	0.4	-0.7	0.2	0.7	0.0	-0.1
GAA850 FXN act	-0.2	0.1	0.7	1.9	3.3	-3.0	1.2	0.0	0.2	1.6
NR1D1 modulator	-3	0	-2	2	6	0	-9	5	-6	-2
ssDAF-12 act	-0.5	-0.9	0.4	-0.7	0.2	-1.1	-0.6	-0.8	-1.3	-0.3
DAX1 inh-2	1.0	-0.4	1.0	2.0	1.2	0.2	1.3	0.2	0.2	0.9
PLC-beta3 inh	3	-4	-7	-8	6	1	-4	4	-6	0
hgDAF-12 ag	1.2	-1.4	10*	0.2	2.0	0.3	2.0	-1.9	-1.0	-1.4
PG9 Ab binder	-1.1	1.5	0.4	-0.6	-0.2	0.0	-1.6	-1.1	-0.9	-1.8

(41) CCOc1ccc(-c2nn[nH]n2)cc1OCC
(42) CCOC(=O)N1CCc2c(sc(NC(=O)C3COc4ccccc4O3)c2C(N)=O)C1 (stereo not drawn)
(43) c1ccc(COCC2CCNCC2)cc1
(44) CCCC(NC(=O)Cc1c(C)c2c(cc(C)c3c(C)coc32)oc1=O)C(=O)O (stereo not drawn)
(45) CCCCCCc1nc(C(N)=O)c2[nH]c(=O)n(-c3ccc(OC)cc3OC)c2n1
(46) CC(=O)C1C(=O)c2c(cccc2[N+](=O)[O-])C1=Nc1cccc(Cl)c1 (stereo not drawn)
(47) COc1ccc(C2NC(=S)NC3=C2N2CCC3CC2)cc1 (stereo not drawn)
(48) O=C(CNC(=O)C1CCCCC1)Nc1ccc(F)c(Cl)c1
(49) FC(F)(F)c1cc(-c2cccs2)nc2ncnn12
(50) Cc1ccc(C)c(N2CC(C(=O)Nc3cc(C)on3)CC2=O)c1 (stereo not drawn)

assay / compound	41	42	43	44	45	46	47	48	49	50
hcDAF-12 act	-1.5	-1.8	-0.9	0.0	-2.2	-1.9	-1.4	-1.9	-2.4	-1.4
sPLA2-III inh	4	-4	8	0	2	-4	9	-6	1	-1
SMARCA2 activ	2	-1	-3	2	-4	0	-3	-3	1	1
DAX1 inh-1	-0.7	-2.9	0.0	-0.3	-0.7	-0.8	0.1	0.2	-0.2	0.1
GAA850 FXN act	3.0	-0.5	-0.9	-0.1	1.1	-0.3	3.1	-1.2	1.1	0.6
NR1D1 modulator	7	-2	-8	-5	4	5	-2	-2	-3	5
ssDAF-12 act	-0.8	-0.5	-0.9	-0.8	-1.4	-1.3	-1.4	-1.3	-1.4	-1.1
DAX1 inh-2	-0.1	-0.8	1.1	-0.2	-0.8	-0.2	2.1	0.5	-0.9	-0.3
PLC-beta3 inh	-1	-13	-7	i	-14	-10	-7	-5	i	-1
hgDAF-12 ag	0.0	-2.2	1.5	2.4	-1.2	-5.2	1.5	-0.8	-0.3	0.5
PG9 Ab binder	0.1	-1.3	1.2	-0.5	-1.2	-2.4	0.7	0.8	-0.1	-0.4
